# Mito fusion act = qHTS Assay for Small Molecule Inhibitors of Mitochondrial Division or Activators of Mitochondrial Fusion; Potency, µM (doses to about 46.1 µM), for inactives: at the top dose growth rescue (activation), actives largely listed as activators; 320,000 tested, 0.23% active; S. cerevisiae fusion-defective mutant growth rescue, CellTiterGlo 48 h;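 also: potency is read from the fitted curve at half-maximal effect; % of control where 0% means no effect; nearly all actives have a fitted effect of over 45% in size; temperature-sensitive fusion mutants such as fzo1-1 at 37 °C on non-fermentable ethanol glycerol medium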
#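 Read-out: ATP-based luminescence (CellTiterGlo, 10 min ambient) reporting growth of fusion-defective ts yeast after 48 hours at 37C on glycerol/ethanol YPEG medium in the presence of compound.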
# PTAP TSG101 blk = qHTS Assay for Iinhibitors of HIV-1 Budding by Blocking the Interaction of PTAP/TSG101. Tumor susceptibility gene 101 protein (Homo sapiens), Q99816. Fluorescence polarization, FITC-PTAP peptide / Tsg101 binding. Potency, µM (highest dose often 115 µM), for inactives: at the highest dose activity change, negative = inhibition, hits mostly inhibitors. 340,000 tested, under 10 active; active = well fitted inhibition curve with a large enough effect in the main read-out, with a control signal flat, not every such curve was filed as active; inconclusive = small, poorly fitted or top-dose-only effect, or effect the other way, or a change in a side signal; inactive = no such curve, though single readings can be large or run the other way; also: potency is read from the fitted curve at half-maximal effect; % of control where 0% means no effect
#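 Fluorescence anisotropy tracks displacement of a FITC-tagged PTAP peptide (50 nM) from the Tsg101 binding domain (10 uM), following a 20 min room-temperature incubation at pH 7.5.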
# TSHR antag = Antagonists of the Thyroid Stimulating Hormone Receptor: HTS campaign. 330,000 tested, 0.2% active. Thyrotropin receptor (Homo sapiens), P16473. TSHR-expressing cells, TSH-stimulated cAMP HTRF, 2 h; active compounds read low. activity change, negative = inhibition, % at 11.5 µM;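 active = activity change below a set negative limit, meaning inhibition stronger than a set level, cut at about -70% in these data; inconclusive = activity change between two set negative limits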; also: % is scaled to controls: 0 for no effect and ±100 for the full control effect
#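 Freshly harvested TSHR cells receive pin-tooled compound, then EC80 TSH at 4nM final. After 2 hours at 37 deg C, antibody in lysis buffer and cAMP-d2 are added; 30 minutes at ambient temperature precede the HTRF read.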
# A-T KAP1 phos = qHTS Assay for Identifying a Potential Treatment of Ataxia-Telangiectasia; […] A-T fibroblasts, KAP-1 phosphorylation AlphaLISA; neocarzinostatin DNA damage 30 min before lysis; Potency, µM (highest dose often 57.5 µM), for inactives: at the top dose activation, most hits filed as activators; 320,000 tested, 0.19% active; AID 485349, 2010; also: potency is read from the fitted curve at half-maximal effect; % of control where 0% means no effect; nearly all actives have a fitted effect of over 45% in size
#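 hTERT-immortalized A-T patient fibroblasts ([…]), 500 cells/well in OPTI-MEM, 1% FBS, got compounds for 60 min, then NCS for 30 min at 37C. Lysates were then assayed for phospho-KAP-1 by AlphaLISA (anti-pKAP1 donor, anti-KAP1 acceptor beads), 6 hr at 25C.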
# Menin MLL FP TR = qHTS Assay for Inhibitors Targeting the Menin-MLL Interaction in MLL Related Leukemias: Competition With Texas Red Labeled MLL-derived Mutant Peptide; Potency, µM (series often up to 61.6 µM), for the others: at the top dose FP activity change, negative = inhibition, most hits filed as inhibitors; Menin + Texas Red MLL mutant peptide, fluorescence polarization; 270,000 tested, 0.23% active; active = well fitted inhibition curve with a large enough effect in the polarisation, with a control signal flat, not every such curve was filed as active; inconclusive = small, poorly fitted or top-dose-only effect, or effect the other way, or a change in a side signal; inactive = no such curve, though single readings can be large or run the other way; the % refers to the polarisation; also: potency is read from the fitted curve at half-maximal effect; % of control where 0% means no effect; many of its hits are not listed in these tables
# CXXC DNA block = qHTS Fluorescence Polarization Assay for Inhibitors of MLL CXXC domain - DNA interaction; Potency, µM (top dose mostly 115 µM), for the others: at the top dose activity change, negative = inhibition, usual class: inhibitors; AID 2662, 2010; 290,000 tested, 0.037% active; MLL-CXXC / FITC-HOXA9 DNA fluorescence polarization; active = well fitted inhibition curve with a large enough effect in the polarisation, with a control signal flat, not every such curve was filed as active; inconclusive = small, poorly fitted or top-dose-only effect, or effect the other way, or a change in a side signal; inactive = no such curve, though single readings can be large or run the other way; the % refers to the polarisation; also: potency is read from the fitted curve at half-maximal effect
#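 Fluorescence polarization: 7 uM MLL-CXXC (stock) preincubated 5 min with compounds, then 50 nM fluorescein-HOX-A9 DNA (stock) added; 30 min ambient. Buffer 50 mM Tris-HCl pH 7.5, 50 mM NaCl, 1 mM DTT, 0.05% BSA.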
# ASM inhibitor = Inhibitors of Secretory Acid Sphingomyelinase (S-ASM): qHTS; Sphingomyelin phosphodiesterase (Homo sapiens), P17405; placental ASM, HMU-PC fluorogenic substrate, 60 min; Potency, µM (titrated, usually from 57.5 µM), without a hit: top-dose activity change, negative = inhibition, actives largely listed as inhibitors; 340,000 tested, 0.006% active; also: potency is read from the fitted curve at half-maximal effect
# Target sequence (P17405 47-631 limits assumed): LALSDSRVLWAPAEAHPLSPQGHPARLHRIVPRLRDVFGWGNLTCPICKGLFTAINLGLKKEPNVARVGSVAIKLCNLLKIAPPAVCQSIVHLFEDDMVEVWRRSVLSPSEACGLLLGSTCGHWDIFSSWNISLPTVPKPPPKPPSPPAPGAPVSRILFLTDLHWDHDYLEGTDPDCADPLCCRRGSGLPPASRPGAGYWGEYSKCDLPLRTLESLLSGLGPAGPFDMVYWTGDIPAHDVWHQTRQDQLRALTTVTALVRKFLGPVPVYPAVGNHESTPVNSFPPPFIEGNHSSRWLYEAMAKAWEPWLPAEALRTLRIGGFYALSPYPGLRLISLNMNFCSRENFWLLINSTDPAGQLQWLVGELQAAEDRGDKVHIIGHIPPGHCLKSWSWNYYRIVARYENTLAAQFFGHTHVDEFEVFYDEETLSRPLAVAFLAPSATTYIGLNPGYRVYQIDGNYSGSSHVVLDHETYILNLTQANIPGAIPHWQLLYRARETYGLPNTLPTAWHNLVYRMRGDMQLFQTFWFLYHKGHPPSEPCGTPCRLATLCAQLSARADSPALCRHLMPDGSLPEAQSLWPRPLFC
#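 HMU-PC0 cleavage (9 uM final) by human placental ASM, 60 min at 37 °C following 10 min compound exposure at RT; stopped at pH 10, fluorescence Ex 386/Em 447 nm.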
# Integrin act MD = qHTS for Activators of Integrin-Mediated Alleviation for Muscular Dystrophy. 350,000 tested, 0.064% active. alpha7betagal myoblasts, beta-gal FDG fluorescence, 48 h. Potency, µM (top dose mostly 38.3 µM), without a hit: top-dose activation, usual class: activators. AID 624291, 2012;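 also: potency is read from the fitted curve at half-maximal effect; 100% = response of the positive control SU9516; nearly all actives have a fitted effect of over 60% in size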
#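 Alpha7betagal+/- myoblasts (passage 13) were plated 16-24 hr, then exposed to compounds (1:260 dilution of DMSO stock) for 48 hours at 37C. After MPER lysis, β-galactosidase reporter activity was read as FDG fluorescence (ex 480/em 540) after 30 minutes.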
# TCR activator = Activators of T cell receptors: qHTS campaign. primary human leukocytes, anti-CD3, IL-2 HTRF, 48 h. Potency, µM (series often up to 9.22 µM), for the others: at the top dose activation of IL-2 secretion, usual class: activators. 330,000 tested, under 10 active; also: % of control where 0% means no effect
#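 IL-2 release read by HTRF sandwich (Eu cryptate donor, d2 acceptor, 665 nm emission) after 48 hr exposure of primary human leukocytes to compound together with anti-CD3 beads in the absence of co-stimulatory signals.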
# MBNL1 CUG block = qHTS Assay for Inhibitors of MBNL1-poly(CUG) RNA binding; TR-FRET MBNL1-His/biotin-(CUG)12 binding, 665/545 ratio; Muscleblind-like protein 1 (Homo sapiens), Q9NR56; 280,000 tested, 0.036% active; AID 2675, 2010; Potency, µM (top dose mostly 57.5 µM), for inactives: at the top dose activity change, negative = inhibition, actives largely listed as inhibitors; active = well fitted inhibition curve with a large enough effect in the signal ratio, with a control signal flat, not every such curve was filed as active; inconclusive = small, poorly fitted or top-dose-only effect, or effect the other way, or a change in a side signal; inactive = no such curve, though single readings can be large or run the other way; the % refers to the signal ratio; also: potency is read from the fitted curve at half-maximal effect; % is scaled to controls: 0 for no effect and ±100 for the full control effect
# Target sequence (Q9NR56 whole entry, looked up): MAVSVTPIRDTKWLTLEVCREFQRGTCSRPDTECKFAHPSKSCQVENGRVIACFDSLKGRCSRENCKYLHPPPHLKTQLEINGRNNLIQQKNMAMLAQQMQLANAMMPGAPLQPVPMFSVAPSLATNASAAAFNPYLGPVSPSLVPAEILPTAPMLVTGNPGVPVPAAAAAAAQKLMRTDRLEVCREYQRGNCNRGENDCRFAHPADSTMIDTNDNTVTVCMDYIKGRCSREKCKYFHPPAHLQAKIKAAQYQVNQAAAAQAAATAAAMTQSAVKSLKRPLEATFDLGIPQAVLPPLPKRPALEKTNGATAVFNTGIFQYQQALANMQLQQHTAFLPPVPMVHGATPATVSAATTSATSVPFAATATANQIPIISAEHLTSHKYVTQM
#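 TR-FRET between His-tagged MBNL1 and biotin-(CUG)12 RNA, detected with Tb anti-His antibody (0.055 ng/ul) and streptavidin-XL665 (5 nM), 60 min at room temperature. Compounds titrated 92 nM to 58 uM; 665/545 nm ratio normalized to buffer and complex controls.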
# * marks the source's active call; other numbers are inactive results; ? = inconclusive; · = no result given; [ ] = dose if it differs, or a comment. Unless noted, calls follow the shape of the dose curve; as a rule, active = well fitted curve in the direction sought with a large enough effect; inconclusive = small, poorly fitted or top-dose-only effect, or another doubt; inactive = no such curve, though single readings can be large; an effect the other way counts as inactive or inconclusive.
# Values run as follows: TSHR antag, CXXC DNA block, Mito fusion act, Integrin act MD, ASM inhibitor, PTAP TSG101 blk, Menin MLL FP TR, TCR activator, A-T KAP1 phos, MBNL1 CUG block
Cc1nc(SCC(=O)Nc2c(C)n(C)n(-c3ccccc3)c2=O)nc(C)c1C
    3, 5%, -2%, -3%, 1%, -6%, 4%, -2%, 3%, -14%
O=c1c2ccccc2nc(SCc2cc(F)cc3c2OCOC3)n1Cc1ccco1
    23, 10%, -4%, 1%, -3%, -3%, 31%, -3%, -17%, -4%
COc1cccc(NC(=O)CN(C)C(=O)CN2C(=O)NC(C)(c3ccc4ccccc4c3)C2=O)c1 (centres undefined)
    -6, ·, -1%, 1%, ·, 0%, ·, 1%, 0%, ·
Cc1ccc(C(=O)COC(=O)CNC(=O)COc2ccccc2C)cc1C
    -23, 5%, -4%, ?, -3%, -2%, ?, 7%, 3%, -2%
CCOC(=O)c1sc2ccccc2c1OC(=O)c1ccc(C)cc1
    -7, 68%[activator], 8%, -25%, 1%, -8%, 12%, -4%[46.1 µM], -2%, -18%
CC(=O)N(Cc1cc2ccc(C)c(C)c2n2nnnc12)C1CCCC1
    -8, -2%, 2%, ·, ·, ·, -3%, ·, 0%, -10%
Cc1ccc(C2(CC(=O)N3CCCC3)CCOC(C(C)C)C2)cc1 (centres undefined)
    0, 9%, -2%, 1%, 3%, -6%, -4%, 3%, 5%, -7%
COc1ccc(C(=O)Nc2ccccc2C(=O)N/N=C/c2ccncc2)cc1OC
    -6, 3%, -3%, ?, -8%, -5%, ·, -5%, 0%, 8%
CCCCC(=O)Nc1ccc(NC(=O)c2cc(OC)c(OC)c(OC)c2)cn1
    1, 1%, -2%, 13%, -9%, -4%, 0%, 0%, 2%, -2%
CC(C)Oc1cccc(C(=O)C2CCCN(Cc3cccn3-c3cccnc3)C2)c1 (centres undefined)
    -5, -2%, 1%, 0%, -3%, -6%, ·, -3%, 6%, -1%
Cc1c(S(=O)(=O)N2CCCCC2)c(=O)n(C)c(=O)n1C
    -8, ·, -3%, -2%, 0%, -9%, ·, 14%, -1%, ·
Cc1ccc(S(=O)(=O)N/N=C\c2ccccc2OCc2ccccc2)cc1
    -17, -1%, 0%, -15%, -7%, -2%, ·, 1%, 1%, 1%
CC(=O)c1ccc(NC(=O)c2ccc(C)c(Br)c2)cc1
    -8, -8%, ?, 4%, -4%, 2%, 29%, -2%, 15%, 78%[activator]
Cn1nc(-c2ccc(OCC(=O)NCC3CCCO3)cc2)c2ccccc2c1=O (centres undefined)
    -17, -6%, -4%, -50%[inhibitor], 2%, -2%, 4%, 3%, 12%, -1%
O=C(CCNS(=O)(=O)/C=C/c1ccccc1)NCCc1c[nH]c2ccccc12
    -8, -1%, -5%, 2%, -1%, -4%, 6%, -13%, 4%, 4%
CC(=O)c1ccc(-c2ccc(C(=O)N(C)c3c(N)n(Cc4ccccc4)c(=O)[nH]c3=O)o2)cc1
    3, ·, -5%, -2%, 13%, -1%, ·, 5%, 7%, ·
O=C(Nc1ccccc1Cc1ccccc1)c1ccncc1
    3, 25%, 3%, ?, 3%, -12%, ·, -5%, 4%, -2%
O=C(Nc1ccccc1Br)C1CCC(=O)N1Cc1ccccc1Cl (centres undefined)
    -3, 3%, 0%, 16%, 0%, -2%, 10%, -17%, -3%, -4%
O=C(CCc1nnc2ccc(N3CCOCC3)nn12)Nc1ccc(F)cc1F
    -4, 18%, -11%, ?, 3%, -3%, 9%, 10%, -6%, -2%
O=C(NNC(=O)c1ccc2ncccc2c1)c1ccc(Cl)cc1
    0, 5%, 5%, 12%, 2%, 2%, -1%, ·, -1%, -4%
Cc1ccc(NC(=O)NCc2cccnc2)cc1C
    0, -6%, -1%, ?, 0%, -1%, ·, 3%, 2%, -16%
Fc1cccc(CSc2ccc3nnc(-c4ccccn4)n3n2)c1
    -7, 2%, -3%, -22%, -7%, -6%, -18%, 4%, 2%, 3%
CCC(=O)N1c2ccccc2NC2=C(C(=O)CC(c3ccco3)C2)C1c1ccco1 (centres undefined)
    12, -4%, -2%, 20%, 0%, -3%, -4%, 6%, -5%, -1%
Cc1oc(-c2cc(F)ccc2F)nc1CN1CCCN(C(=O)c2ccco2)CC1
    -1, 5%, 4%, -4%, 2%, -1%, -16%, 5%, 10%, -10%
CCOc1ccc(CCNC(=O)COC(=O)C2=NNC(=O)CC2)cc1OCC
    ·, ·, -9%, -11%, -4%, -2%, ·, -1%, 0%, ·
O=C(N/N=C/c1ccc([N+](=O)[O-])o1)c1cn(-c2ccccc2)nc1-c1ccc(Cl)cc1
    10, -1%, -5%, 0%, 0%, 6%, ?, -4%, -1%, 5%
CC1CCCCC12NC(=O)N(CC(=O)OCC(=O)Nc1ccc(F)cc1[N+](=O)[O-])C2=O (centres undefined)
    -1, ·, ·, -4%, -2%, 1%, ·, 0%, 8%, ·
CCC(=O)Nc1ccc(-c2ccc(N3CCCCC3)nn2)cc1
    -4, 5%, 18µM*, -4%, 7%, -2%, -1%, 9%, 2%, ?
Nc1cc(C(Cl)=C(Cl)Cl)c(S(N)(=O)=O)cc1S(N)(=O)=O
    ·, -5%[51.4 µM], -2%, ·, -2%, -3%, 0%, -5%, 6%, ·
CC(C)c1cc(Br)ccc1OCCN1C(=O)NC(C)(C)C1=O
    5, -13%, 2%, -4%, -6%, 2%, 0%, -1%, 3%, -10%
CC(CCc1ccccc1)NC(=O)CCC(=O)N1CCC(C(N)=O)CC1 (centres undefined)
    15, -5%, 1%, 1%, -1%, -4%, -21%, -8%, 8%, -10%
O=C(OC(C(=O)NC1CCCCC1)c1ccccn1)c1cccs1 (centres undefined)
    30, -5%, 3%, -1%, 0%, -4%, 6%, -5%, -5%, 6%
CCCCCCNS(=O)(=O)c1ccccc1Br
    -16, -1%, -2%, 2%, 2%, -2%, 0%, -15%, -19%, 6%
CCOc1cc(CNn2cnnc2)cc(Cl)c1OCC(=O)NC(C)(C)C
    -1, 6%, 1%, 27%, 7%, -3%, -5%, -1%, -2%, 10%
O=C(Nc1ccc(Cl)c(S(=O)(=O)N2CCOCC2)c1)c1ccc(OCC2CCCO2)cc1 (centres undefined)
    -87*, 3%, 11%, -59%[inhibitor], -4%, -1%, 14%, -5%, 10%, 5%
COc1cc(CNn2cnnc2)ccc1OCC(=O)NC(C)(C)C
    -1, 5%, 2%, 12%, 2%, 0%, 12%, 2%, -2%, -14%
COc1ccc(C(=O)NCCc2nnc3ccc(SCC(=O)Nc4ccccc4F)nn23)cc1
    2, 2%, -1%, 21%, -3%, -2%, ·, -6%, 5%, 3%

# Compound profiles, as listed above.
# CCOc1cc(CNn2cnnc2)cc(Cl)c1OCC(=O)NC(C)(C)C is listed as TSHR antag: -1; CXXC DNA block: 6%; Mito fusion act: 1%; Integrin act MD: 27%; ASM inhibitor: 7%; PTAP TSG101 blk: -3%; Menin MLL FP TR: -5%; TCR activator: -1%; A-T KAP1 phos: -2%; MBNL1 CUG block: 10%
# CC(CCc1ccccc1)NC(=O)CCC(=O)N1CCC(C(N)=O)CC1 (centres undefined) is listed as TSHR antag: 15; CXXC DNA block: -5%; Mito fusion act: 1%; Integrin act MD: 1%; ASM inhibitor: -1%; PTAP TSG101 blk: -4%; Menin MLL FP TR: -21%; TCR activator: -8%; A-T KAP1 phos: 8%; MBNL1 CUG block: -10%

# From PubChem BioAssay

# These rows are one share of the data, so the mix of outcomes need not match the whole.
